TDP1 inh – blocks human tyrosyl-DNA phosphodiesterase 1; recombinant TDP1, AlphaScreen DNA substrate cleavage; Potency, µM (doses to about 130 µM), for inactives: at the highest dose activity change, negative = inhibition, most hits filed as inhibitors; 0.28% of 350,000 active; also: nearly all actives have a fitted effect of over 40% in size
Target sequence (Q9NUW8 whole entry, looked up): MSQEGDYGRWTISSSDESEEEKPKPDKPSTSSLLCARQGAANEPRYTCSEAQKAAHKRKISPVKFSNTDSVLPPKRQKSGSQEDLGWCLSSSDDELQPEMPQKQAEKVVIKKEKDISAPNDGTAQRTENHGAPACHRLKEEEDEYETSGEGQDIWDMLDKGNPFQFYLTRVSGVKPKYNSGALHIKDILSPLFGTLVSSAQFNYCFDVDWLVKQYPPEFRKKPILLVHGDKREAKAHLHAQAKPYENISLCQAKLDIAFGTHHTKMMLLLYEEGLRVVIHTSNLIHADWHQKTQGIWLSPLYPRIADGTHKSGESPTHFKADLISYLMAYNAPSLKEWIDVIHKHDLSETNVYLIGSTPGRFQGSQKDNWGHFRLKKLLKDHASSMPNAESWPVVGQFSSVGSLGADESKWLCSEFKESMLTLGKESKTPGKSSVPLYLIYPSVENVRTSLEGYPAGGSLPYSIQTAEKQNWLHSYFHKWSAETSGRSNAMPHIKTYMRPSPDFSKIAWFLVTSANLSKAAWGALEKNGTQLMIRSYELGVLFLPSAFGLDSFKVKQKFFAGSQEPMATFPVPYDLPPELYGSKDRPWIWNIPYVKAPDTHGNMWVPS
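Recombinant E. coli-expressed Tdp1 (1 nM) preincubated with compound 15 min at RT, then 5'-biotin/3'-phosphotyrosine-FITC DNA substrate (15 nM) added for 5 min. AlphaScreen beads (10 ug/ml) added, 10 min RT; tyrosine-FITC cleavage read as signal loss.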
DT40 TDP1 no CPT – qHTS for Inhibitors of human tyrosyl-DNA phosphodiesterase 1 (TDP1): qHTS in cells in absence of CPT | DT40 Tdp1-/- hTDP1 cells, no CPT, ATP luminescence, 48 h | Potency, µM (doses to about 46.2 µM), for inactives: at the top dose activity change, negative = growth inhibition, most hits filed as inhibitors | 15% of 420,000 active | AID 686978, 2013; also: nearly all actives have a fitted effect of over 55% in size
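No-CPT arm: Tdp1-/-;hTDP1 DT40 cells (400/well) plus compounds, incubated ≥48 hr at 37 °C. Readout CellTiter-Glo luminescence.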
N370S GC mod – inhibitors or activators of N370S glucocerebrosidase for Gaucher disease. P04062. N370S GC spleen homogenate, 4MU-glucoside fluorescence. Potency, µM (top dose mostly 59.4 µM), for inactives: at the highest dose activity change, negative = inhibition, most hits filed as inhibitors. 0.092% of 330,000 active. AID 2101;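 also: 0% = full enzyme activity and -100% = no enzyme basal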
Numbers without * were called inactive; u = inconclusive; x = not tested or not shown; [ ] = remark or other dose. Calls follow the shape of the dose curve; as a rule, active = well fitted curve in the direction sought with a large enough effect; inconclusive = small, poorly fitted or top-dose-only effect, or another doubt; inactive = no such curve, though single readings can be large; an effect the other way counts as inactive or inconclusive. Unless noted, % is scaled to controls: 0 for no effect and ±100 for the full control effect; potency is read from the fitted curve at half-maximal effect. Not all compounds are listed; rates above refer to the full screens.

nr	SMILES	TDP1 inh	DT40 TDP1 no CPT	N370S GC mod
1	CC(C)(C)n1nc2c(c1NC(=O)Cc1ccc(Cl)cc1)CS(=O)(=O)C2	2%	2%	0%
2	O=c1c2cc3c(cc2n(Cc2cccc(Cl)c2)c(=O)n1Cc1nc(-c2ccccc2)no1)OCO3	6%	-21%	x
3	Cc1cccc(OCC(=O)NCC(c2cccs2)N2CCOCC2)c1 (stereo not drawn)	0%	-19%	-12%
4	O=C(Cn1nnc2ccccc21)Nc1ccc([N+](=O)[O-])cc1	4%	12%	-6%
5	CC1CC(C)CN(S(=O)(=O)N2CCC(C(=O)NCCC3=CCCCC3)CC2)C1 (stereo not drawn)	5%	-7%	8%
6	O=C(O)c1ccc(Nc2ncc([N+](=O)[O-])cc2[N+](=O)[O-])cc1	x	-18%	-15%
7	CCC(C)NS(=O)(=O)c1ccc(S(=O)(=O)N(CC(=O)Nc2ccccc2)CC2CCCO2)cc1 (stereo not drawn)	0%	-28%	5%
8	COc1ccc(C2=NOC3(CC(=O)N(c4ccc(C)cc4)C3=O)C2)c(OC)c1 (stereo not drawn)	3%	-1%	-14%
9	COc1cc(NC(=O)CCn2c(=O)[nH]c3ccsc3c2=O)cc(OC)c1	1%[56.1 µM]	u	14%
10	Cn1cc(S(=O)(=O)N2CCOCC2)cc1C(=O)Nc1ccc(Cl)c(C(F)(F)F)c1	1%	23µM*	x
11	CCN(CC)CCN1CCn2c3c(c4cc(C)ccc42)CCCC31 (stereo not drawn)	8%	23µM*	-1%
12	Cc1cc(N(CC(=O)NC2CC2)S(C)(=O)=O)ccc1Br	3%	-10%	-3%
13	CC(=O)NC1=NC(=O)C(C)S1 (stereo not drawn)	0%	-3%	-1%[12.8 µM]
14	O=c1c(Cl)c(N2CCNCC2)cnn1C12CC3CC(CC(C3)C1)C2	-2%	-24%	9%
15	COc1ccccc1CNC(=O)c1ccc2c(=O)n(CC3CCCO3)c(=S)[nH]c2c1 (stereo not drawn)	2%	u	0%
16	COc1ccc(-c2ccnc(SCC(=O)N3CCN(c4ccccc4)CC3)n2)cc1	1%	5%	-2%
17	COc1cccc(CNC(=O)c2oc3ccc4c(c3c2C)C(=O)CC(C)(C)O4)c1OC	-2%	16µM*	x
18	O=c1c(-c2ccc(O)cc2)coc2cc(O[C@@H]3O[C@H](CO)[C@H](O)[C@H](O)[C@H]3O)ccc12	0%	x	-1%
19	CCOC(=O)c1c(-c2ccccc2)csc1NC(=O)c1cccc(N2C(=O)CCC2=O)c1	0%	-18%	-1%
20	COc1cc2c(cc1OC)C1(CCCCC1)CN(C)C2	0%	-13%	-1%

Carrying on.
nr	SMILES	TDP1 inh	DT40 TDP1 no CPT	N370S GC mod
21	Cc1cc(F)ccc1NCc1ccccc1[N+](=O)[O-]	10%	-23%	4%
22	COC(=O)[C@H](Cc1ccccc1)NC(=O)NCCC1=CCCCC1	-1%	-21%	-1%
23	O=C(NCCc1cccnc1)c1cc(COc2ccc(F)cc2Cl)on1	3%[56.1 µM]	u	-26%
24	Cc1c(S(=O)(=O)NC2CCCCCC2)c(=O)n(C)c(=O)n1C	x	-11%	1%
25	Nn1c(SCc2ccccc2F)nnc1-c1ccncc1	7%	-5%	0%
26	O=C(Nc1nccs1)C1CCN(S(=O)(=O)c2cnc[nH]2)CC1	-2%	3%	u
27	COc1ccc(/C=C(/NC(=O)c2ccco2)C(=O)Nc2ccc(C(=O)O)cc2)cc1	0%	0%	-7%
28	CC(C)N(C(=O)CO/N=C/c1cccc([N+](=O)[O-])c1)C(C)C	3%	u	-3%
29	COc1cc(NS(=O)(=O)c2ccc3c(c2)CC(=O)N3)cc(OC)c1OC	2%	-2%	x
30	NCCCCCc1cnc[nH]1	6%	x	9%
31	c1ccc(-c2ccc(-c3nc(-c4ccncc4)no3)cc2)cc1	6%	u	-17%
32	Cc1cn2c(=O)cc(COc3cccc(NC(=O)c4cccc(F)c4)c3)nc2s1	1%	u	x
33	CC1CCN(C(=O)C2CCN(S(=O)(=O)c3cccnc3)CC2)CC1	4%	-6%	1%
34	CC(=O)NC(c1ccccc1)c1c(O)ccc2ccccc12 (stereo not drawn)	-6%	u	-4%
35	CCOc1ccc(N(CC)S(=O)(=O)N2CCCC(C(=O)Nc3ccc(OC)c(OC)c3)C2)cc1 (stereo not drawn)	3%	u	x
36	CCc1c(C)sc(NC(=O)c2cccs2)c1C(=O)OC(C)C	0%	-20%	1%[2.35 µM]
37	C=CCn1cc(C(=O)OCC)c(=O)c2ccc(F)cc21	7%	10%	5%
38	CSCCC(NS(=O)(=O)c1ccc(Cl)cc1)C(=O)OCC(=O)N(C(C)C)C(C)C (stereo not drawn)	7%	-22%	1%
39	COc1ccc(OC)c2sc(N3CCN(C(=O)C4COc5ccccc5O4)CC3)nc12 (stereo not drawn)	0%	16µM*	x
40	C=CCn1c2ccccc2c2nnc(SCC(=O)O)nc21	x	-5%	1%

Going on with the list.
nr	SMILES	TDP1 inh	DT40 TDP1 no CPT	N370S GC mod
41	CS(=O)(=O)Nc1ccc(C(=O)Nc2ccc3c(c2)OCCO3)cc1	2%	-15%	-20%
42	COC(=O)c1nnn(CC(=O)NC(=O)Nc2cccc(Cl)c2C)c1C(=O)OC	3%	-15%	2%
43	CN(C)CC(C)(C)CN=Cc1c(O)[nH]c2ccccc12	1%	-5%	-10%
44	COc1ccc2c(c1)C=C(C(=O)OCc1cccnc1)CO2	-2%	-26%	2%
45	Cc1cc2oc(C(=O)N(Cc3ccccc3F)C3CCS(=O)(=O)C3)c(C)c2cc1Cl (stereo not drawn)	9%	16µM*	x
46	CC(=O)Nc1ccc(OS(=O)(=O)c2ccc(Cl)cc2)cc1	3%[0.0935 µM]	-26%	-6%
47	Cc1cccnc1Nc1nc(-c2ccc(O)c(O)c2)cs1	14%	3.7µM*	-14%
48	O=C(CCc1ccccc1)NNC(=O)COc1ccc(Cl)cc1	-6%	3%	-1%
49	Cc1nn(CCCC(=O)NCc2ccccc2)c(=O)c2nccn12	x	0%	-8%
50	Cc1cc(NS(=O)(=O)c2ccc(NC(=O)C3CCCCC3)cc2)no1	3%	-18%	-3%
51	CC(Oc1ccc(F)cc1)C(=O)NN (stereo not drawn)	3%	-14%	14%
52	O=C1CN(C(=O)COc2ccccc2F)c2ccccc2N1	2%	-19%	4%
53	CN(C)c1ccc(C(CNC(=O)c2ccc(C#N)cc2)c2c[nH]c3ccccc23)cc1 (stereo not drawn)	10%	21µM*	-23%
54	C=CCNc1nc2c(c(=O)n(C)c(=O)n2C)n1CC(=C)C	6%	u	9%
55	O=C(NC1CCCC1)C(c1ccccn1)N(C(=O)c1csnn1)c1ccccc1Cl (stereo not drawn)	-2%	3%	5%
56	CC(=O)N(C1=C(N)C(=O)c2ccccc2C1=O)C(C)C	1%	u	-13%
57	CCN(CC)CCCNC(=O)c1sc2nc3n(c(=O)c2c1C)CCCCC3	1%	u	x
58	CCN1C(=O)C(O)(c2c(C)[nH]c3ccccc23)c2ccccc21 (stereo not drawn)	-2%	u	x
59	O=C(O)c1ccc(N2CCOCC2)c(N2C(=O)C3C4C=CC(C4)C3C2=O)c1 (stereo not drawn)	7%	-14%	-12%
60	Cc1ccccc1CN1CCN(CC(=O)NC(C)c2ccccc2)CC1 (stereo not drawn)	x	-18%	-5%

Reformatted with two lines to a compound: entries from further up
Every second line gives: TDP1 inh | DT40 TDP1 no CPT | N370S GC mod
#46 CC(=O)Nc1ccc(OS(=O)(=O)c2ccc(Cl)cc2)cc1
    3%[0.0935 µM] | -26% | -6%
#60 Cc1ccccc1CN1CCN(CC(=O)NC(C)c2ccccc2)CC1 (stereo not drawn)
    x | -18% | -5%
#45 Cc1cc2oc(C(=O)N(Cc3ccccc3F)C3CCS(=O)(=O)C3)c(C)c2cc1Cl (stereo not drawn)
    9% | 16µM* | x
#59 O=C(O)c1ccc(N2CCOCC2)c(N2C(=O)C3C4C=CC(C4)C3C2=O)c1 (stereo not drawn)
    7% | -14% | -12%
#58 CCN1C(=O)C(O)(c2c(C)[nH]c3ccccc23)c2ccccc21 (stereo not drawn)
    -2% | u | x

The main list resumes, repeating the 3 entries before the break.
nr	SMILES	TDP1 inh	DT40 TDP1 no CPT	N370S GC mod
58	CCN1C(=O)C(O)(c2c(C)[nH]c3ccccc23)c2ccccc21 (stereo not drawn)	-2%	u	x
59	O=C(O)c1ccc(N2CCOCC2)c(N2C(=O)C3C4C=CC(C4)C3C2=O)c1 (stereo not drawn)	7%	-14%	-12%
60	Cc1ccccc1CN1CCN(CC(=O)NC(C)c2ccccc2)CC1 (stereo not drawn)	x	-18%	-5%
61	O=C(CC1C(=O)N(Cc2ccccc2)C(=S)N1CCN1CCOCC1)Nc1ccc(F)cc1 (stereo not drawn)	2%	u	u
62	COc1ccc(C)cc1NC(=O)NC(C)c1c(-n2cccc2)sc(C)c1C (stereo not drawn)	5%	u	x
63	Cc1ccc(-n2nnnc2SCC(=O)NC(C(=O)O)(c2ccccc2)c2ccccc2)cc1C	-3%	-11%	-16%
64	Cc1ccc2nc(NCc3ccccc3)c(C#N)cc2c1	x	0%	-3%
65	O=C(COC(=O)c1cccnc1Cl)NCCC1=CCCCC1	3%	9%	-3%
66	CC1(c2ccccc2)CC2CC(c3ccccc3)N1O2 (stereo not drawn)	-2%	-15%	-1%
67	CC1CC(C)CN(C(=O)COC(=O)/C=C/c2ccco2)C1 (stereo not drawn)	22µM*	-8%	x
68	CS(=O)(=O)c1ccc(NC(=O)c2cccc(-n3cnnn3)c2)cc1	1%	1%	x
69	COc1cc(OC)c(NC(=S)NCc2ccccc2)cc1Cl	5%	-25%	23%
70	COC(=O)c1sccc1S(=O)(=O)N(CC(=O)NCc1ccc(C)cc1)c1ccc(C)c(C)c1	3%	-29%	x
71	O=C(Nc1ccccc1C(=O)O)c1ccc(NC(=O)C2CCCCC2)cc1	4%	u	-9%
72	Cc1cc(C)c2c(n1)SCC(=O)N2CC(=O)Nc1ccc(Br)c(C)c1	2%	u	-14%
73	O=C(Nc1nc(-c2ccc(F)cc2)cs1)c1cccc(N2C(=O)CCC2=O)c1	5%	u	-3%
74	CC(=O)c1cnc2c(-c3ccc(Cl)cc3)c(C)nn2c1C	4%	-3%	1%
75	Oc1ccc(-n2nnnc2SCc2ccccc2Br)cc1	x	-16%	4%
76	O=C(CSCc1cccs1)N1CCCC1	7%	-14%	-1%
77	Cc1ccc(-c2c(C(=O)N3CCN(c4cccc(C)c4)C(C)C3)oc(=O)c3ccccc23)cc1 (stereo not drawn)	2%	u	x
78	CCN(CC)C(=O)CSc1nc2cc3c(cc2c(=O)n1Cc1ccc(OC)cc1)OCO3	-2%	18µM*	-7%
79	COc1ccc(S(=O)(=O)Nc2c(C(=O)O)[nH]c3ccc(OC)cc23)cc1	10%	19%	-7%
80	C=CCn1cnc2c(c1=O)c1nc3ccccc3nc1n2/N=C/c1cccc(OC)c1	5%	-6%	-4%

New compounds follow.
nr	SMILES	TDP1 inh	DT40 TDP1 no CPT	N370S GC mod
81	Cc1cccc(C(=O)N2CCc3cc(CNC(=O)COc4ccc(Cl)cc4)ccc32)c1	5%	-20%	x
82	Cc1ccc(CN2C(=O)C(CC(C)C)Nc3ncnc(N4CCN(c5ccccn5)CC4)c32)cc1 (stereo not drawn)	x	18µM*	-24%
83	CNC(=O)c1cc(NC(=O)CCn2nc(-c3ccc(C)cc3)c3ccccc3c2=O)ccc1OC	3%	u	9%
84	Cc1nc2ccccc2n1Cc1ccccc1	x	u	-3%
85	COc1ccc(CN(C(=O)c2oc3ccccc3c2C)C2CCS(=O)(=O)C2)cc1OC (stereo not drawn)	-2%	u	5%
86	Cc1cc(C)n2nc(S(=O)(=O)NC3CCCCC3)nc2n1	4%	2%	2%
87	O=C1CSC(c2cn(-c3ccccc3)nc2-c2cc3ccccc3oc2=O)N1Cc1ccco1 (stereo not drawn)	6%	u	9%
88	Cc1ccc(N(Cc2ccccc2F)S(C)(=O)=O)c(C)c1	3%	-19%	-14%
89	CN(C)CCN(C(=O)c1ccc2c(c1)OCCO2)c1nc2c(Cl)cccc2s1	7%	-23%	u

Whole records from above.
Shown for `CN(C)c1ccc(C(CNC(=O)c2ccc(C#N)cc2)c2c[nH]c3ccccc23)cc1` (stereo not drawn) → TDP1 inh: 10%; DT40 TDP1 no CPT: 21µM*; N370S GC mod: -23%
Shown for `CC1CC(C)CN(C(=O)COC(=O)/C=C/c2ccco2)C1` (stereo not drawn) → TDP1 inh: 22µM*; DT40 TDP1 no CPT: -8%; N370S GC mod: x
Shown for `O=C(Cn1nnc2ccccc21)Nc1ccc([N+](=O)[O-])cc1` → TDP1 inh: 4%; DT40 TDP1 no CPT: 12%; N370S GC mod: -6%
